# Source: PubChem
# uPA surface inh: blocks generation of uPA at the cell surface | hit rate 0.31% among 330,000 | cell surface uPA generation assay, qHTS | AID 540303 | Potency, µM (series often up to 38.3 µM), for the others: top-dose activity change, negative = inhibition, actives largely listed as inhibitors; active means well fitted inhibition curve with a large enough effect; inconclusive means small, poorly fitted or top-dose-only effect; inactive means no such curve, though single readings can be large or run the other way; tested in mouse RAW 264.7 cells; further: potency means the concentration at half of the fitted maximal effect; nearly all actives have a fitted effect of over 55% in size
# USP2a inh: inhibitors of human ubiquitin-specific protease USP2a. O75604. USP2 core, Ub-CHOP2 coupled fluorogenic reporter, 485/531. Potency, µM (titrated, usually from 38.3 µM), for inactives: at the highest dose activity change, negative = inhibition, actives largely listed as inhibitors. hit rate 0.01% among 330,000. AID 463254;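 further: potency means the concentration at half of the fitted maximal effect; plate controls were DMSO wells for no effect and full inhibition by NEM control for full effect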
#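 Deubiquitinase activity read as fluorescence (485/531 nm) after Ub-CHOP2 cleavage activates the enterokinase reporter on its substrate; USP2 core 10nM, Ub-CHOP2 and substrate 25nM each, 30min compound preincubation then 60min RT; data normalized to NEM, curves fitted.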
# hERG WT inh: KCNH2 (human, wildtype) channel inhibition | Q12809 | U2OS, BacMam KCNH2, thallium flux FluxOr; stronger effect = lower value | activity change, % at 1.84 µM | hit rate 0.37% among 340,000 | AID 720551;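 active means maximum activity change below -70%; inconclusive means maximum activity change between -70% and -50%; inactive means maximum activity change above -50%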
#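 U2OS cells were transduced with wild-type KCNH2 virus (2.03 x 10^8 / mL) for 4 h at room temperature, then cultured overnight at 37 C. Thallium flux was read with FluxOr dye. Rate constants were normalized to DMSO controls.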
# PKM2 act: increases activity of human pyruvate kinase M2; P14618; purified PKM2, Kinase-Glo ATP luminescence, activation; response scale: 0% is enzyme alone, no compound; Potency, µM (doses to about 57.5 µM), for inactives: at the top dose activation, usual class: activators; hit rate 0.34% among 260,000; further: potency means the concentration at half of the fitted maximal effect; nearly all actives have a fitted effect of over 55% in size
# Target sequence (P14618 whole entry, looked up): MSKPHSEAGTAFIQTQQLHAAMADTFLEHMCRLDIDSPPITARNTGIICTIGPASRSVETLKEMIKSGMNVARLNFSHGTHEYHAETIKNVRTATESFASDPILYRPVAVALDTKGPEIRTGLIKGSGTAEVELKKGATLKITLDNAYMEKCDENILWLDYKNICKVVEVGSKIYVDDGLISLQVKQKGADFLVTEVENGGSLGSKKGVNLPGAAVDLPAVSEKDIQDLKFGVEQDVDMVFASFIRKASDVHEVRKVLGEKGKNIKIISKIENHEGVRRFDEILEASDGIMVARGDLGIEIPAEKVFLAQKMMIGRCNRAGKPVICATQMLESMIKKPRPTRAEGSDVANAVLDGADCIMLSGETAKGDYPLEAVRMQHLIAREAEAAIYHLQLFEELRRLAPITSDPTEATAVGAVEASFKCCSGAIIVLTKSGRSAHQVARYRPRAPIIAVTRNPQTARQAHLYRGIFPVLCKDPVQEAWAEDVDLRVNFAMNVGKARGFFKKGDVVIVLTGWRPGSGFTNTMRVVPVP
#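 hPK-M2, >95% pure; 0.1 mM ADP / 0.5 mM PEP final; imidazole pH7.2 buffer w/ 7 mM MgCl2, 50 mM KCl; 1 h RT; Kinase-Glo lum. Intermediate enzyme activity for dual inhibitor/activator qHTS.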
# Giardia killer: Giardia lamblia killing. activity change, % at 7.66 µM, hits read low. AID 540267. Giardia lamblia trophozoite viability. hit rate 0.15% among 340,000; in the data active means activity change below about -80%; inconclusive means between about -30% and that limit;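 further: parasites exposed to compound for two days anaerobically before the ATP read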
#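 Media and compound were dispensed first, then trophozoites at 100 cells/well; plates sat 48 hrs at 37 deg C without oxygen before ATP luminescence reagent was added and read after 15-30 min at room temperature.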
# KCNH2 3.1 block: blocks the human KCNH2 3.1 channel isoform. U2OS KCNH2 3.1, thallium flux FluxOr; stronger effect = lower value. activity change, % (tested at about 1.8 µM). hit rate 0.95% among 340,000;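 active means maximum activity change below -70%; inconclusive means maximum activity change from -70% to -50%; inactive means maximum activity change above -50%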;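 further: thallium influx rate constant from kinetic fluorescence after stimulation buffer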
#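 Measured as rate of thallium-driven FluxOr signal in transduced U2OS cells carrying the 3.1 channel, read kinetically for 2 min upon stimulation; values are rate constants scaled to DMSO control wells.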
# BCR signal inh: inhibitors of chronic active B-cell receptor signaling; hit rate 0.05% among 340,000; AID 493014; ABC-DLBCL IkBa-CBG/CBR reporter, luminescence ratio, 4 h; Potency, µM (titrated, usually from 46.1 µM), for inactives: top-dose ratio change, negative = lower green/red ratio, hits mostly inhibitors; active means well fitted inhibition curve with a large enough effect in the signal ratio, with a control signal flat, not every such curve was filed as active; inconclusive means small, poorly fitted or top-dose-only effect, or effect the other way, or a change in a side signal; the % refers to the signal ratio;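 further: potency means the concentration at half of the fitted maximal effect; plate controls were basal doxycycline-induced cells for no effect and cells given 10 µM MG132 for full effect; MG132 reads +100%, hits lower the ratio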
#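 Doxycycline induced both beetle luciferases in TMD8 lymphoma cells; IKK-driven degradation limits the IkappaBalpha-fused green signal, while red luminescence normalises for cell number and nonspecific effects. Compounds tested up to 46 uM, 4 hrs.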
# FBPA coupling cs: coupling enzyme interference in Giardia aldolase counter-screen; coupling enzyme system counterscreen, AmpLite Red fluorescence; activity change, negative = inhibition, % at 58.2 µM, hits read low; hit rate 0.67% among 290,000; AID 2472; in the data active means activity change below about -30%
#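 Counterscreen lacking aldolase: glyceraldehyde-3-phosphate coupling-enzyme reagent preincubated 10 min at RT with compound (at 57.5 uM final), then substrate/coupling system with AmpLite Red added; fluorescence read at 525/598 nm after 20 min RT.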
# Eya2 inh: inhibitors of human Eya2 phosphatase activity; O00167; recombinant Eya2, OMFP fluorescence dephosphorylation (OMFP is methylfluorescein phosphate); Potency, µM (titrated, usually from 76.9 µM), for the others: top-dose activity, negative = inhibition, usual class: inhibitors; hit rate 0.006% among 330,000; further: potency means the concentration at half of the fitted maximal effect
#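 Eya2 (0.2 uM) preincubated 10 min at ambient with compound, then OMFP substrate added at 50 uM; 10 min reaction in 50 mM HEPES pH 7.5, 50 mM NaCl, 5 uM MgCl2, 0.05% BSA, 1 mM DTT. Fluorescence read at Ex 485/Em 525 nm.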
# GALK inh: galactokinase (human) inhibition; P51570; Purified GALK, Kinase-Glo residual ATP luminescence; Potency, µM (series often up to 57.5 µM), inactives show at the highest dose activity change, negative = inhibition, actives largely listed as inhibitors; hit rate 0.007% among 270,000; further: potency means the concentration at half of the fitted maximal effect
#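 GALK at 5 nM final was combined with compound, 35 uM ATP and 100 uM galactose in HEPES pH8.0 with MgCl2 and DTT. The reaction ran one hour at room temperature before luminescent ATP detection.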
# B2AR arrestin: agonists driving beta-arrestin recruitment to human beta2-adrenergic receptor. beta-arrestin recruitment to beta2AR, cell-based reporter. Potency, µM (doses to about 46.1 µM), for the others: at the highest dose activation, most hits filed as activators. hit rate 0.02% among 330,000. AID 492947;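 further: potency means the concentration at half of the fitted maximal effect; 0% = DMSO controls and full agonism = EC100 isoproterenol or metaproterenol; nearly all actives have a fitted effect of over 65% in size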
# Target sequence (P07550 whole entry, looked up): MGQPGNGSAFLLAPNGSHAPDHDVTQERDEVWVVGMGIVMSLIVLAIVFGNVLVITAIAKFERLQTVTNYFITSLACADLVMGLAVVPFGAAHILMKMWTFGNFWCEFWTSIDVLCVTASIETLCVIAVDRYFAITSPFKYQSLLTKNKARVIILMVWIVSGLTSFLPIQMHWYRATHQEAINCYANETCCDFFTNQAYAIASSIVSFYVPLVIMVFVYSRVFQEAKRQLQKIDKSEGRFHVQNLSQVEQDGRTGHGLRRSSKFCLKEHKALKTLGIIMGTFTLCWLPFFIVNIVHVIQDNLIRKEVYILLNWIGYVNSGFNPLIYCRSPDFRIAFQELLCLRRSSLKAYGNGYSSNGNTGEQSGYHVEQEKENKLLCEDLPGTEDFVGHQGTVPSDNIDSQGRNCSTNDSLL
# Numbers without * were called inactive; ? = inconclusive; nt = not tested or not shown; & = joins results of further samples; [ ] = another dose, or the depositor's remark. Unless noted, the call rests on the fitted dose curve; in most records, active means well fitted curve in the direction sought with a large enough effect; inconclusive means small, poorly fitted or top-dose-only effect, or another doubt; inactive means no such curve, though single readings can be large; an effect the other way counts as inactive or inconclusive. Unless noted, on the % scale 0 is the no-effect control and ±100 the full control effect. Rows are unselected, and some 2.4% of all compounds hit somewhere here.
SMILES,uPA surface inh,USP2a inh,hERG WT inh,PKM2 act,Giardia killer,KCNH2 3.1 block,BCR signal inh,FBPA coupling cs,Eya2 inh,GALK inh,B2AR arrestin
CCNc1ccc(C(=O)Nc2ccc3nc(C)sc3c2)cc1[N+](=O)[O-],1%,4%,6,19%,7,0,-2%,0,7%,2%,-0.8%
COc1ccccc1CN(C)C(=O)CN1CCN(CC(=O)Nc2ccccc2Cl)CC1,-3%,-6%,2,nt,7,-3,-2%,nt,-2%,nt,-0.9%
COc1ccc(NS(=O)(=O)c2ccc3c(c2)CCO3)cc1,2%,1%,1,25%,3,18,2%,5,7%,-1%,-0.3%
O=C(NCCN1CCOCC1)c1csc2c1CCCC2,-5%,-1%,-2,1%,-1,1,?,0,-1%,-4%,-0.4%
O=C(NC1CCCN(Cc2ccc(Cl)cc2)C1)c1ccoc1 (stereo unspecified),-1%,-6%,9,-16%,5,1,-6%,nt,-13%,0%,-0.2%
COc1ccc(-c2c(C)c3ccc(O)cc3oc2=O)cc1OC,?,-1%,1,1%[0.46 µM],30[activator],7,?,1,-8%,8%,-1.0%
C/C(CC(=O)Nc1cc(C)ccn1)=N\NC(=O)c1ccc(C)cc1,5%,0%,-11,0%,5,-7,?,2,7%,3%,-0.3%
CC(C)NS(=O)(=O)c1ccc(OCC(=O)NCCC2=CCCCC2)cc1,nt,6%,4,1%,9,1,-11%,3,8%,-1%,-0.3%
CC(=O)O[C@]1(C(C)=O)CC[C@H]2[C@@H]3C[C@H](C)C4=CC(=O)CC[C@]4(C)[C@H]3CC[C@@]21C,-29%&-18%,2%&1%,-4&17,-1%,-9&-6,5&-2,-8%&-4%,2,-2%&-42%,4%,-0.6%&0.2%
CN(CC(=O)Nc1ccccc1C(F)(F)F)C(=O)CSCc1ccccc1,4%,0%,-8,nt,-6,-16,-7%,nt,2%,nt,0.2%
CCc1nn(C(C)C(=O)N2CCc3ccccc3C2)c(=O)c2cc3occc3n12 (stereo unspecified),1%,3%,-1,2%,8,-5,0%,2,7%,3%,-1.1%
CCOc1ccccc1/C=N/Nc1ccc(Cl)nn1,3%,0%,2,nt,0,-1,3%,0,?,3%,-0.9%
CCOC(=O)Cc1nnc(NC(=O)CSc2ccc(C)cc2)s1,1%,-2%,-6,-1%,-10,3,6%,1,15%,0%,-0.2%
CCC(C(=O)Nc1ccccc1OC)n1c(C(=O)OC)cc2ccsc21 (stereo unspecified),-28%,3%,-7,2%,5,-23,14%,-1,2%,0%,0.2%
Cc1ccc(C(=O)N2CCN(c3ccccn3)CC2)cc1C,3%,0%,-9,1%,14,-8,15%,0,-3%,1%,0.0%
O=C(CCNC(=O)c1ccc(Cl)cc1)NC1CCCc2ccccc21 (stereo unspecified),5.6µM*,1%,-4,nt,0,-16,5%,nt,15%,nt,-0.2%
Nc1nc(SCC(=O)N2CCc3ccccc32)[nH]c(=O)c1-c1ccccc1,3%,-5%,5,10%,5,-4,-6%,-2,-21%,0%,-0.3%
CCn1c(SCC(=O)Nc2c(C)n(C)n(-c3ccccc3)c2=O)nnc1-c1cccc(C)c1,7%,-1%,-2,-2%,4,-5,-1%,4,29%,6%,0.1%
O=C(COC(=O)Cc1ccc(F)cc1)Nc1ccc2[nH]c(=O)[nH]c2c1,7%,0%,-8,nt,30[activator],-4,0%,nt,9%,nt,0.2%
CC(=O)Nc1ccc(-c2csc(Nc3ccccn3)n2)cc1,4%,0%,4,1%,-9,27,?,-1,-12%,2%,0.2%
Cc1cccc(Cn2c(=O)n(CCCC(=O)NCc3ccco3)c(=O)c3ccccc32)c1,-8%,0%,7,0%,26,-16,-11%,4,5%,nt,-0.6%
COC(=O)C1(C)NC(c2ccc(C)cc2)C2C(=O)N(c3ccc(F)cc3)C(=O)C21 (stereo unspecified),-7%,4%,-7,0%[11.5 µM],5,3,-1%,1,13%,0%,0.0%
CCCCn1nnnc1NCc1cccc(OC)c1OC,nt,1%,1,0%,1,3,-2%,0,-10%,1%,0.4%
O=C(c1cc(COc2ccc(F)cc2Cl)on1)N(Cc1ccncc1)CC1CCCO1 (stereo unspecified),-1%,3%,-14,3%,9,-24,-4%,5,-8%,10%,-0.7%
CCCCN(CC)S(=O)(=O)c1c(C)[nH]c(=O)[nH]c1=O,2%,0%,-10,-1%,4,-7,-2%,3,-7%,10%,0.2%
C[C@H](N)c1nnc(SCC(N)=O)o1,-3%,4%,-1,-31%,39[activator],-4,-1%,-1,7%,nt,0.5%
N=C1C(c2nc3ccccc3s2)=C(O)CN1NC(=O)c1ccc([N+](=O)[O-])cc1,-14%,0%,18,0%,-13,9,?,14,16%,-1%,-0.9%
CCN(CC)c1ccc(NC(=O)CN2CCN(c3ccccc3F)CC2)cc1,0%,3%,4,-1%,-7,-12,4%,2,-4%,4%,0.4%
Cc1cc(NC(=O)CSc2nnc(CNC(=O)c3c(F)cccc3F)o2)no1,-2%,0%,3,-3%,-17,-12,3%,-4,-5%,-5%,-0.5%
CCOc1ccc(S(=O)(=O)N2CCC(C(=O)NCCc3ccc(S(N)(=O)=O)cc3)CC2)cc1,6%,1%,-4,nt,16,-14,0%,1,-6%,nt,-1.1%
COc1cccc(NC(=O)CSc2cccc[n+]2[O-])c1,-5%,0%,28,nt,?,4,-11%,nt,7%,nt,0.1%
O=C(COc1ccc(Cl)c2cccnc12)N1CCOCC1,-2%,0%,-2,nt,-23,5,2%,nt,4%,nt,0.0%
Cc1nnc2ccc(-c3ccc(NS(C)(=O)=O)cc3)nn12,3%,5%,15,2%,9,nt,-1%,2,-11%,-3%,0.0%
Cc1ccc(S(=O)(=O)N2CCOCC2)cc1C(=O)Nc1ccc(C(N)=O)cc1,6%,5%,-4,-2%,1,8,0%,2,16%,1%,-0.4%
O=C(COC(=O)c1ccccc1)NC12CC3CC(CC(C3)C1)C2,1%,-5%,0,nt,4,-2,-1%,nt,5%,nt,0.5%
Cn1c(=O)c([N+](=O)[O-])c(NCCc2ccccc2)c2ccccc21,-3%,5%,1,1%,2,4,?,3,-12%,-3%,-0.1%
COc1ccc(NC(=O)CN(C)S(=O)(=O)c2ccc(Cl)cc2)c([N+](=O)[O-])c1,nt,3%,6,1%,2,-7,-1%,3,-3%,-1%,-0.4%
COc1ccc(N2CCN(Cc3cc4c(cc3Br)OCCO4)CC2)cc1,4%,4%,1,nt,0,-20,?,-1,-3%,3%,0.1%
CN(CC(=O)Nc1ccc(N2CCOCC2)cc1)CC(=O)Nc1ccc(C(F)(F)F)cc1,6%,0%,-4,4%,-12,7,-7%,0,-8%,4%,-0.2%
O=C(NCCc1ccc(Cl)cc1)C1CCCO1 (stereo unspecified),1%,-1%,-8,nt,-7,-7,1%,-4,3%,0%,-0.3%
CCNC(=O)C1CCCN(c2nc(C)cc(C)n2)C1 (stereo unspecified),2%,0%,4,-2%,-24,14,3%,2,-8%,2%,-0.3%
CC(=O)c1c(-c2ccccc2)[nH]c2ccccc12,-9%,0%,0,1%,-1,7,?,5,1%,1%,0.1%
CC(=O)c1ccc(S(=O)(=O)Nc2ccc(-c3cn4c(n3)SCC4)cc2)cc1,8%,-4%,1,?,4,6,-12%,9,-4%,-1%,0.0%
CN(C(=O)CC(=O)Nc1ccc(Cl)c(Cl)c1)c1ccccc1,-3%,-1%,24,-12%,12,4,3%,0,0%,4%,-0.2%
Cc1[nH]c(=O)[nH]c(=O)c1S(=O)(=O)N1CCCC(C(=O)NCc2ccco2)C1 (stereo unspecified),-8%,-6%,4,4%,-15,5,?,0,-13%,2%,0.0%
COc1ccc(-n2c(C)nn(CC3CC3)c2=O)cc1,6%,2%,7,0%,7,-19,3%,-2,2%,4%,-0.2%
COc1ccc(NC(=O)CSc2nnc(-c3ccccc3)n2N)cc1,6%,3%,23,1%,-2,-4,0%,0,-13%,-3%,0.2%
O=C(Nc1ccc(N2CCOCC2)cc1)Nc1ccc2nsnc2c1,1%,4%,33,-2%,14,12,-10%,3,-5%,1%,-0.2%
O=C(CN1C(=O)NC2(CCCCC2)C1=O)N1CCN(C(=O)c2cccs2)CC1,3%,-1%,-1,nt,10,5,3%,nt,13%,nt,-0.3%
CCn1ncc(C2=NOC(C(=O)NCc3ccc(OC)cc3)C2)c1C (stereo unspecified),nt,1%,26,-10%,-2,11,-10%,3,11%,-1%,0.5%
CCOC(=O)C1(Cc2ccc(OC)cc2)CCN(C(=O)c2cc(C)on2)CC1,0%,-4%,3,nt,2,-5,1%,1,2%,2%,-0.1%
O=C(Cn1nc(C(F)F)cc1C(F)F)NNC(=S)Nc1ccc(Cl)cc1,nt,-2%,2,0%,-20,0,2%,1,3%,-4%,0.1%
